Source: PubChem BioAssay (several laboratories)
3CLpro inhibitor: SARS-CoV 3CLpro protease inhibition | P0C6X7 | recombinant SARS-CoV 3CLpro, quenched FRET peptide cleavage | inhibition, % at 6 µM | 290,000 tested, 0.14% active | AID 1706; in the data active means inhibition above about 12%
SSB-PriA inh: blocks PriA binding to SSB C-terminal tail; inhibition, % at 33 µM; 430,000 tested, 0.6% active; AlphaScreen SSBct-PriA binding, biotinylated peptide; in the data active means inhibition mostly above about 37%, no sharp cut-off; inactive means mostly below about 20%;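 further: plate controls were negative control peptide for no effect and reference peptide for full effect; strong numbers were not always called active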
Mtb UGM inh: blocks M. tuberculosis UGM enzyme | purified UGM, fluorescence polarization probe displacement | inhibition, % at 10 µM | 320,000 tested, 0.06% active; in the data active means inhibition above about 10%, passing the limit was not always enough
Target sequence (P9WIQ1 whole entry, looked up): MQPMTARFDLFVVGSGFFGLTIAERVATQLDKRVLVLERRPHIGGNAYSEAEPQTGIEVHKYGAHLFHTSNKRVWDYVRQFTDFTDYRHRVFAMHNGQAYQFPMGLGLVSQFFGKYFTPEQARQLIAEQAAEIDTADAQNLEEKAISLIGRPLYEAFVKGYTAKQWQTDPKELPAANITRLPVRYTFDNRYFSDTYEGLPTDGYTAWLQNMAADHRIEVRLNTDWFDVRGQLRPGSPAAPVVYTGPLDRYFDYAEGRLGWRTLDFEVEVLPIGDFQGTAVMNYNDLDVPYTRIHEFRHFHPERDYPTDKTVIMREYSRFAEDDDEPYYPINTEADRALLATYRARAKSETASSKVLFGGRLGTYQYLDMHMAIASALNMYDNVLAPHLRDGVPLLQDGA
FBA Mtb inh: inhibitors of M. tuberculosis fructose-bisphosphate aldolase; P9WQA3; purified M. tuberculosis FBA, fluorescence read-out; inhibition, % at 1 µM; 360,000 tested, 2.3% active; AID 588726; in the data active means inhibition above about 27%;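 further: 0% = vehicle and 100% = reference inhibitor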
Target sequence (P9WQA3 whole entry, looked up): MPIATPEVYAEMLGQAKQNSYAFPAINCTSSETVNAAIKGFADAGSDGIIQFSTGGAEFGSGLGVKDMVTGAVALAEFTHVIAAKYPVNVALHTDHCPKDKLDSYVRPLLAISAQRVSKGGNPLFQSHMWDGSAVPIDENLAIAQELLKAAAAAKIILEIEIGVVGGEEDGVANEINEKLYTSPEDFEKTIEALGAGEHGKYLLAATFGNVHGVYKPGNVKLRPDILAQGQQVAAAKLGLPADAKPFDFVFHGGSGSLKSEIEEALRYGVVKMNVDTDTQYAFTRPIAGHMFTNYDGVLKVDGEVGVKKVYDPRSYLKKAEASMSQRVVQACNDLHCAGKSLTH
BioA inh: blocks M. tuberculosis BioA enzyme activity; purified M. tuberculosis BioA enzyme, plate reader; inhibition, % at 9.99 µM; 360,000 tested, 0.096% active; in the data active means inhibition above about 40%
GDH-TPI inh: GDH-TPI coupled enzyme inhibition counter-screen; GDH-TPI coupled enzyme counterscreen, NADH absorbance; inhibition, % at 4.8 µM; 360,000 tested, 1.2% active; AID 588335; in the data active means inhibition above about 30%;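 further: 0% = DMSO wells and 100% = wells lacking the enzyme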
MazF activator: increases E. coli MazEF RNase cleavage of RNA; 350,000 tested, 0.32% active; activation, % at 20 µM; AID 504720; FAM/BHQ RNA-DNA oligo cleavage fluorescence, 5 h; in the data active means activation above about 50%
Target sequence (P0AE70 whole entry, looked up): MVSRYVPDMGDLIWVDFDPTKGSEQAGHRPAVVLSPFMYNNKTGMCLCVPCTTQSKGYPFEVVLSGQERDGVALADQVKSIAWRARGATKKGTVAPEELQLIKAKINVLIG
Vc quorum ag: induces V. cholerae light production without autoinducers; V. cholerae BH1578 lux reporter, luminescence, 6 h; activation, % at 18.7 µM; 350,000 tested, 0.16% active; AID 588436; in the data active means activation mostly above about 9.7%, no sharp cut-off; further: not every result past the cut was called active; inactives centre near 0; reference of the scale not given here
VHR inh abs: inhibitors of human VHR1 phosphatase (DUSP3); P51452; 290,000 tested, 0.52% active; recombinant VHR phosphatase, pNPP absorbance; inhibition, % at 13.3 µM; in the data active means inhibition above about 50%; further: some compounds called inactive have numbers as strong as hits
Target sequence (P51452 whole entry, looked up): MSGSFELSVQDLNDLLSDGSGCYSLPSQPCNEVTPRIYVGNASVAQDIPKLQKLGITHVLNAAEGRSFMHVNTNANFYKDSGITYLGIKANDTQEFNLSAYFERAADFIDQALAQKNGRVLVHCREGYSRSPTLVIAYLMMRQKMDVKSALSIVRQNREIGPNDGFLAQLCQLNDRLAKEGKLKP
Rv3671c inh: inhibits the M. tuberculosis serine protease Rv3671c. P9WHR9. inhibition, % at 5.96 µM. 320,000 tested, 0.048% active. AID 2606; in the data active means inhibition above about 38%;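 further: extracellular domain of Rv3671c used as enzyme; 0% = enzyme with DMSO and 100% = no enzyme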
Starred values were filed as active, the others as inactive; i = inactive; · = not tested or not shown; & = joins results of further samples.

SMILES,3CLpro inhibitor,SSB-PriA inh,Mtb UGM inh,FBA Mtb inh,BioA inh,GDH-TPI inh,MazF activator,Vc quorum ag,VHR inh abs,Rv3671c inh
CN(C(=O)CSc1nc2ccc([N+](=O)[O-])cc2s1)C1CCS(=O)(=O)C1 (centres undefined),3,4,6.2,0,·,34*,-4,-0.4,-4,3
O=C(Cc1ncc(C(F)(F)F)cc1Cl)NC1CC1,1,5,-0.9,-1,-0.9,3,9,-0.6,6,12
Cc1oc2c(cc(NS(=O)(=O)c3ccc4c5c(cccc35)C(=O)N4)c3ccccc32)c1C(=O)OC(C)C,-3,6,-1.0,0,-0.4,11,8,i,11,-48
O=[N+]([O-])c1ccc(C(=S)N2CCN(Cc3ccccc3)CC2)cc1,-3,4,-0.3,0,1.9,10,-1,-4.0,-2,5
FC(F)(F)c1cnc(-c2cnc(-c3cccnc3)nc2)c(Cl)c1,-1,-2,1.1,2,·,-1,0,0.9,40,5
CCOC(=O)C1CCN(C(=O)Cn2cc(C(=O)OC)c3ccccc32)CC1,4,-5,0.3,2,-1.2,-1,-10,-0.4,19,-6
COCc1ccc(C(=O)NC2CCCc3c2cnn3-c2cc(C)cc(C)c2)s1 (centres undefined),6,-11,·,3,14,-5,15,11,-13,·
Cc1ccccc1COC(=O)CCC1=NS(=O)(=O)c2ccccc2N1,-1,1,-2.8,4,0.0,1,4,-0.2,-20,8
CC1C(c2ccccc2)OCCN1C(=S)Nc1ccc(S(=O)(=O)N2CCCCC2)cc1 (centres undefined),·,·,·,-1,-2.1,-3,3,i,·,·
Oc1ccc(N2CCN(c3ccnc4cc(Cl)ccc34)CC2)cc1,0,21,-0.1,-4,0.3,11,8,-0.5,-8,-7
O=C(COC(=O)c1ccc(Cl)nc1)NCc1ccco1,6,0,-3.7,-2,·,1,-1,-0.2,20,9
CCCCn1c(N)c(N(CC(C)C)C(=O)CN(C)Cc2cccc(OC)c2)c(=O)[nH]c1=O,2,-23,1.2,4,1.5,-3,-2,-0.3,28,9
O=c1c(=O)n(O)c2ccccc2n1O,0,-9,6.4,-1,0.9,16,4,-0.5,2,-8
COc1ccc(Cc2nnc(NC(=O)c3cc(OC)cc(OC)c3)s2)cc1,6,-3,0.6,4,-2.0,9,-1,-0.7,30,-11
CCc1cc(CNC(=O)c2cc(COc3ccc(C)nc3)on2)on1,-2,-15,-1.8,0,-0.6,6,2,i,19,2
Cc1cc2nnc(SCc3ccc4c(c3)OCO4)n2c2ccccc12,·,6&-11&-11,·,1,-1.2,10,9,-0.4,·,·
CCc1ccc(-n2c(=O)c3ccccc3n(CC(=O)C(C)(C)C)c2=O)cc1,4,-14,-2.1,-2,·,4,0,-2.6,-6,6
O=C1CCc2cc(S(=O)(=O)NCCCC(=O)N3CCN(Cc4ccc5c(c4)OCO5)CC3)ccc2N1,-2,-11,0.8,-3,·,-6,4,-0.2,3,3
O=C(O)c1ccc(NC(=O)c2cn(-c3ccccc3)nc2-c2ccc(Br)cc2)cc1,7,-11,-3.3,-2,·,6,2,-1.8,29,-38
COc1ccc(-c2nc(CS(=O)CC(=O)NC3CCCC3)c(C)o2)cc1 (centres undefined),-3,8,-1.0,4,·,0,8,-4.2,29,-14

Some of the entries so far, field by field.
> CCOC(=O)C1CCN(C(=O)Cn2cc(C(=O)OC)c3ccccc32)CC1
  3CLpro inhibitor: 4 | SSB-PriA inh: -5 | Mtb UGM inh: 0.3 | FBA Mtb inh: 2 | BioA inh: -1.2 | GDH-TPI inh: -1 | MazF activator: -10 | Vc quorum ag: -0.4 | VHR inh abs: 19 | Rv3671c inh: -6
> COCc1ccc(C(=O)NC2CCCc3c2cnn3-c2cc(C)cc(C)c2)s1 (centres undefined)
  3CLpro inhibitor: 6 | SSB-PriA inh: -11 | Mtb UGM inh: · | FBA Mtb inh: 3 | BioA inh: 14 | GDH-TPI inh: -5 | MazF activator: 15 | Vc quorum ag: 11 | VHR inh abs: -13 | Rv3671c inh: ·
> Cc1ccccc1COC(=O)CCC1=NS(=O)(=O)c2ccccc2N1
  3CLpro inhibitor: -1 | SSB-PriA inh: 1 | Mtb UGM inh: -2.8 | FBA Mtb inh: 4 | BioA inh: 0.0 | GDH-TPI inh: 1 | MazF activator: 4 | Vc quorum ag: -0.2 | VHR inh abs: -20 | Rv3671c inh: 8

Remaining list, next part:
SMILES,3CLpro inhibitor,SSB-PriA inh,Mtb UGM inh,FBA Mtb inh,BioA inh,GDH-TPI inh,MazF activator,Vc quorum ag,VHR inh abs,Rv3671c inh
COCCCNC(=O)Cn1nc(-c2ccccc2OC)ccc1=O,-5,-4,-1.2,0,4.4,5,-4,i,35,1
CCC(=O)NC(=S)Nc1ccc(-c2nc3ccccc3s2)cc1,-4,-10,-2.8,9,·,-3,0,2.2,-4,2
Cc1ccc(C(=O)N2CCN(C/C=C/c3ccccc3)CC2)cc1S(=O)(=O)N1CCOCC1,·,-7,·,-1,-1.8,-5,11,i,·,·
CC(C)C(=O)N=C1NC(=O)CS1,0,-13,1.6,4,·,-3,4,-0.2,-14,0
Nn1c(SCC(=O)Nc2ccc3c(c2)OCCO3)nnc(CCC(=O)O)c1=O,0,3,1.7,3,-0.7,-7,1,-0.4,-4,-3
CN(C)c1cc(NC(=O)CN2CCCC2)c2ccccc2n1,-2,-14,-0.6,17,0.9,4,-13,-0.2,-3,-2
COc1ccc(C(c2nnnn2CCc2ccccc2)N2CCN(C)CC2)cc1OC (centres undefined),4,-8,·,-3,·,-3,-2,-0.1,10,·
COc1ccc(-c2c(-c3cc(OC)cc(OC)c3)n(C)c3ccc(-c4cnc(OC)nc4)cc23)cc1,·,-7,-2.3,8,-0.6,13,0,-0.8,·,3
COC(=O)c1ccc(OC)c(CSc2nnc(COc3ccc(Cl)cc3)o2)c1,-7,-1,-0.9,-2,-0.6,5,-5,-0.2,2,-15
CN=c1c([N+](=O)[O-])nn(-c2ccc3c(c2)OCCO3)n1O,4,-12,1.6,1,·,25,4,1.7,-2,-6
CN1CCN(C2CCCCCC2)CC1,-5,-1,0.4,0,·,13,2,-0.2,9,0
O=C(Nc1cccc(O)c1)c1cccc(S(=O)(=O)Nc2cccc(O)c2)c1,-4,-9,-0.1,2,5.7,-5,6,-0.3,2,-10
Cc1cccc(NC(=O)CSCC(=O)Nc2nnc(C3CC3)s2)c1,1,-19,3.4,-2,-0.2,-11,1,-1.1,28,-1
Cn1cccc1/C=C1\SC(=Nc2cccc(O)c2)NC1=O,-1,32,-2.4,-6,2.2,24,-4,-0.5,30,-10
COc1ccc(C(=O)CCC(=O)Nc2cc(Cl)c(O)c(Cl)c2)cc1,0,2,-0.2,-1,-0.2,-9,-1,-0.5,24,-3
COc1ccc(/C=C/C(=O)OCC(=O)Nc2ccc(Cl)c(S(=O)(=O)N(C)C)c2)cc1OC,2,2,0.8,5,·,13,1,-3.4,7,-17
O=C(/C=C/NCc1ccc(F)cc1)c1ccccc1,-1,-7,-0.5,-4,·,23,0,-0.2,-7,4
COc1ccc(CC2SC(=Nc3ccc(F)cc3)NC2=O)cc1 (centres undefined),3,-16&-7,2.7,5,·,3,-9,-0.7,2,5
O=c1[nH]nc(Cc2ccccn2)c2ccccc12,6,-4,-1.2,1,-0.5,10,-4,i,-4,-2
O=C1CC(=O)N(c2ccc(Cl)cc2)C(=O)N1,0,6,-0.7,-1,-1.4,6,-12,i,0,-1

The list continues.
SMILES,3CLpro inhibitor,SSB-PriA inh,Mtb UGM inh,FBA Mtb inh,BioA inh,GDH-TPI inh,MazF activator,Vc quorum ag,VHR inh abs,Rv3671c inh
Cc1cccc(-n2c(CNC(=O)COc3ccccc3)nnc2SCC(=O)Nc2nccs2)c1,3,-3,0.6,1,0.0,5,2,-1.6,27,-10
CCc1ccc(C2NC(=S)NC3=C2C(=O)CCC3)cc1 (centres undefined),3,-4,0.4,0,·,6,2,-0.2,-10,-9
COc1ccc(C(C(=O)NC2CCCCC2)N(C(=O)c2ccco2)c2ccccc2C(C)=O)cc1OC (centres undefined),0,-20,0.8,1,0.6,-10,3,-0.2,18,-12
Cc1cc2oc3c(c(=O)c2cc1C)C(c1cccc(Br)c1)N(Cc1ccco1)C3=O (centres undefined),5,3,4.0,0,-1.6,-5,0,i,25,2
O=C(O)c1cnc(-c2ccccc2)nc1Sc1ccccc1Cl,3,-4,1.9,-1,3.8,-4,-8,·,13,-9
O=C(CSc1nnnn1Cc1ccccc1)NC1CCCCC1,-3,0,-1.4,-1,·,1,-2,i,29,1
COc1cccc(NC(=O)N(C)C[C@H]2OCc3cn(nn3)CCCC(=O)N([C@@H](C)CO)C[C@@H]2C)c1,·,·,·,1,-0.4&-0.1&-1.4,3,-15,i,·,·
Cc1ccc2nc(SCC(=O)N/N=C/c3ccc(C(=O)O)cc3)cc(C)c2c1,-3,·,0.3,4,-1.0,3,0,-0.4,4,-2
O=c1cc(-c2ccccc2)nc(SCc2ccc(F)cc2)[nH]1,-3,-18,2.1,-1,·,-2,8,-0.2,4,4
CCn1c2ccccc2c2cc(NC(=O)CSc3nnc(-c4ccc(OC)cc4)n3N)ccc21,4,7,1.9,2,1.4,13,4,i,15,-12
CC(C)C(=O)N1CCN(c2ccccc2NC(=O)c2ccc3c(c2)OCCO3)CC1,·,3,·,-2,0.3,5,-10,-1.3,·,·
NC(=O)CCC(NC(=O)c1ccc(Cl)cc1)C(=O)NCCc1ccc2c(c1)OCCO2 (centres undefined),·,-6,·,1,0.4,4,8,i,·,·
COc1ccc(CN(C)S(=O)(=O)c2nnc(NC(=O)c3cccc(C)c3)s2)cc1OC,7,-6,-1.7,-2,0.9,9,-28,-5.6,-6,-3
CC(NC(=O)COC(=O)CCc1nc2ccccc2c(=O)[nH]1)c1ccccc1 (centres undefined),3,-12,-0.6,0,-0.1,0,-2,-0.2,2,1
CC(C)(CNS(=O)(=O)c1cccs1)N1CCOCC1,·,-7,0.8,3,·,11,4,i,·,4
C#CCn1c(=O)c2c(ncn2C)n(C)c1=O,·,3,-2.1,4,-5.1,4,5,i,·,-3
Cc1cccc(Nc2nnc(SCC(O)=C(C#N)c3nc4ccccc4[nH]3)s2)c1,·,·,·,4,·,24,-15,1.1,·,·
COc1ccc(F)cc1-c1cc(C(=O)NCc2ccc(C(F)(F)F)cc2)[nH]n1,·,·,·,-5,-1.6,9,·,i,·,·
On1c(-c2ccc(Cl)cc2Cl)nc2ncccc21,1,-5,-1.1,1,-0.5,7,6,-0.5,23,2
C=CCn1c(COc2ccccc2C)nnc1SCC(=O)O,-5,1,4.7,7,-0.6,5,-9,5.6,9,5

Next part.
SMILES,3CLpro inhibitor,SSB-PriA inh,Mtb UGM inh,FBA Mtb inh,BioA inh,GDH-TPI inh,MazF activator,Vc quorum ag,VHR inh abs,Rv3671c inh
O=C(CCc1nnc2ccc(N3CCC4(CC3)OCCO4)nn12)NCc1ccccc1Cl,3,-18,-3.0,-1,0.6,-2,-2,i,17,7
COCc1c(C(=O)NC2CCCCC2)sc2cccc(F)c12,·,-6,-0.5,1,-1.1,16,-4,-0.9,·,-12
CN(CC(=O)Nc1cccc(F)c1)C(=O)c1cccc(N2C(=O)CCC2=O)c1,·,2,-0.2,0,-0.3,-2,5,-0.7,·,-4
CCn1c(SCC(=O)N/N=C/c2ccc(C)o2)nnc1-c1ccc(C(C)(C)C)cc1,4,·,1.3,3,·,14,2,-0.4,8,7
Cc1ccc(S(=O)(=O)N2CCN(C(=O)N3CCCC3)CC2)cc1,-1,0,-0.5,-2,0.3,5,-32,0.1,-19,3
Cc1ccc(OCc2ccc(C(=O)N3CCCC3)o2)c([N+](=O)[O-])c1,-5,-3,-0.5,-4,8.8,-1,10,i,15,-8
Cc1ccc(CNC(=O)CCC(=O)N2CC(C)Oc3ccccc32)cc1 (centres undefined),-7,1,2.3,2,1.6,7,9,1.2,17,5
CC[n+]1c(/C=C2\C=C(C)CC(C)(C)C2)sc2ccccc21,2,6,1.1,-4,-1.0,2,3,-5.0,14,0
COc1ccccc1N1CCN(CC(O)c2c(C)[nH]c3ccccc23)CC1 (centres undefined),0,20,-0.7,-1,-0.8,2,1,-0.3,35,-3
Cc1ccc(S(=O)(=O)n2c(N)nc3cc(C)c(C)cc32)cc1,·,·,·,-2,1.6,0,·,-0.7,·,·
CCC1(C)CC(C(CC(=O)O)c2ccc(C)cc2)CCO1 (centres undefined),-3,1,3.2,3,-0.6,-1,3,3.9,39,1

This is a subset; count on the stated rates, not on these rows.
